# Bioassay records: PubChem BioAssay, Broad Institute
# RAD52 anneal inh = blocks human RAD52 DNA annealing | P43351 | recombinant RAD52 DNA annealing, FRET fluorescence | inhibition, % at 18.7 µM | 360,000 tested, 0.46% active | AID 651710;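 active = every replicate showing at least 50% inhibition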
# E-selectin induc = E-selectin induction on HUVECs; HUVEC E-selectin immunofluorescence imaging; normalized: neutral wells 0, TNF-alpha wells 100; activation, % at 7.58 µM; 260,000 tested, 0.37% active; P16581;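 active = mean E-selectin-positive cell signal at least 10% of the positive control, reached in at least 60% of replicates, without over 20% cell loss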;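 note: in these data hits start at about 27%; measured in HUVEC primary endothelial cells; signal is the percent of cells scored E-selectin positive by PE staining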
#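 material = human umbilical vein endothelial cells (HUVEC), E-selectin induction | quantity = 3,000 cells/well | medium = EGM-2 growth medium on 0.1% gelatin-coated wells | technique = immunofluorescence imaging | read-out basis = % PE-positive cells | control set = TNF-alpha positive control, DMSO neutral control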
# ERAP1 HTS inh = inhibitors of human ERAP1 aminopeptidase | recombinant ERAP1, Leu-AMC fluorescence, 60 min | inhibition, % at 10.7 µM | 340,000 tested, 0.15% active | AID 652197;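 active = mean replicate inhibition of at least 30%, or all replicates individually reaching that 30% level; inactive = mean below 30% and not every replicate reaching it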;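 note: 0% = neutral control wells and 100% = L-leucinethiol positive control wells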
# Target sequence (Q9NZ08 whole entry, looked up): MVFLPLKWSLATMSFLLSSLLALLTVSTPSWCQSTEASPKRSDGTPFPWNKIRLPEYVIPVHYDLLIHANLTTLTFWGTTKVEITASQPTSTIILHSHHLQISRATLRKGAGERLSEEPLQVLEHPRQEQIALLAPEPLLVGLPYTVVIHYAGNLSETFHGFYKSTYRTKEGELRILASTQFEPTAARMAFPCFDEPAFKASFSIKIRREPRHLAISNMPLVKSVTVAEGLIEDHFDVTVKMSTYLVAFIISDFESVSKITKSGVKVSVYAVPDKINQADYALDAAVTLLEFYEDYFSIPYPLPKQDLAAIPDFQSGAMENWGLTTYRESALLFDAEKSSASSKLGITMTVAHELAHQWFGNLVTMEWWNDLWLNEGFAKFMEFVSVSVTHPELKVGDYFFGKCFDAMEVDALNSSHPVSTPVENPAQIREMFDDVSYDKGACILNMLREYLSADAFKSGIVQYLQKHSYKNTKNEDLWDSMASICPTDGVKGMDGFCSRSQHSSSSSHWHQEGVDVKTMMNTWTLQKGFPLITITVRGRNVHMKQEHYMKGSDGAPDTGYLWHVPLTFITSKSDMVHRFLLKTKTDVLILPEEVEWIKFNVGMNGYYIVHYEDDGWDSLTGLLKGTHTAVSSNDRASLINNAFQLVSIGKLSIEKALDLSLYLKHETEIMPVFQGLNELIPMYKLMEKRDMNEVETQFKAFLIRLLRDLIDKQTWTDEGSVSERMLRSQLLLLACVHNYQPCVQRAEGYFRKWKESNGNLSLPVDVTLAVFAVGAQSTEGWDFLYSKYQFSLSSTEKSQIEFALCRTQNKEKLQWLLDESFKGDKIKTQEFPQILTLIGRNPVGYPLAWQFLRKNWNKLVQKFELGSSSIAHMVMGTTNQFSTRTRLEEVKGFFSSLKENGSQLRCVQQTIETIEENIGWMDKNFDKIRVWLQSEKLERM
# esBAF inh = SWI/SNF esBAF complex inhibition. mouse ES cells, Bmi1-luciferase knock-in reporter, 24 h; 100% = twice the neutral-well signal. AID 602393. 350,000 tested, 2% active. reporter increase, % at 12.5 µM; in the data active = activation above about 40%;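 note: 0% = median of the plate's neutral control wells and 100% = double that signal; a rise in the Bmi1 reporter signal indicates esBAF inhibition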
# S100A4 inh HTS = S100A4-myosin IIA interaction inhibition; P26447; S100A4/TAMRA-MyoIIA peptide fluorescence polarization; inhibition, % at 10.7 µM; 360,000 tested, 0.14% active;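 active = mean inhibition of at least 70% across replicates, with every replicate also reaching that level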
# Target sequence (P26447 whole entry, looked up): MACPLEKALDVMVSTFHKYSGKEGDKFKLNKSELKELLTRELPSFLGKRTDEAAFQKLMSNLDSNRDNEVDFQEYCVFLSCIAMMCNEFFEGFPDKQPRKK
#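 Test system: S100A4 monomer protein. Medium: HEPES buffer with Ca2+, pH 7.2. Reagent: fluorescent myosin IIA peptide, 5 nM. Compound dosing: single-point compound testing. Timing: 5 min between mix addition and reading. Benchmarks: DMSO neutral and TFP positive wells.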
# Xi reactivation = activators of X-chromosome reactivation in mouse fibroblasts. XiGFP mouse fibroblasts, % GFP-positive cells imaging, 3 d; cells co-treated with 5-aza-dC sensitizer; scaled so ellipticine positive control = 100%. 360,000 tested, 0.055% active. activation, % at 7.58 µM. AID 743238;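 active = mean normalized replicate activation at least 10% and every replicate at or above 10%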;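 note: 0% = median of on-plate neutral control wells and 100% = ellipticine 6 µM median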
#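 System: 68-5-11 XiGFP fibroblast line; Timing: 3 days compound exposure; Compound dosing: one concentration, pinned; Benchmarks: positive control ellipticine, 6 µM final; Buffer or medium: DMEM containing 5-aza-dC.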
# RAD54 inh = inhibitors of human RAD54 branch migration; RAD54 Holliday junction branch migration, FAM/BHQ fluorescence; inhibition, % at 10.4 µM; 360,000 tested, 0.14% active;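 active = mean normalized replicate activity at least 40 and at least half of replicates scoring 40 or more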;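 note: 0% = median of neutral control wells and 100% = median of positive control wells; inhibitors cause a drop in the FAM fluorescence signal; in these data hits start at about 50%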
# ERp5 block = ERp5 (human) disulfide isomerase inhibition. Q15084. ERp5 insulin aggregation, absorbance 650 nm, 90 min. inhibition, % at 9.99 µM. 350,000 tested, 0.05% active;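 active = mean replicate inhibition above about 25%, with every replicate also reaching it, limit read from the data, passing the limit was not always enough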
# Starred values were filed as active, the others as inactive; nt = no result given; & = joins results of further samples. The order is random; overall some 2.5% were active at least once.
SMILES,RAD52 anneal inh,E-selectin induc,ERAP1 HTS inh,esBAF inh,S100A4 inh HTS,Xi reactivation,RAD54 inh,ERp5 block
O=C(Cc1ccc(NC(=O)C2CCN(C(=O)C3CCCC3)CC2)cc1)Nc1cccc(C(=O)N2CCCCC2)c1,-57,6.3,8,-3,-11,0.2,-2,5
Cc1ccccc1C(=O)NC(CC(C)C)C(=O)Nc1ccc(S(N)(=O)=O)cc1 (configuration not stated),-6,nt,-10,nt,2,0.0,nt,-2
COCC(=O)N(C)C[C@@H]1Oc2ncc(C#CC3(O)CCCC3)cc2C(=O)N([C@@H](C)CO)C[C@H]1C,6,-0.8,-1,0,8,-0.6,3,1
C[C@H](CO)N1C[C@H](C)[C@H](CN(C)Cc2ccncc2)OCCCC[C@H](C)Oc2ccc(NS(=O)(=O)c3cccs3)cc2C1=O,11,1.0,-1,-7,21,0.1,3,9
Cc1nc2ccccc2c(=O)n1-c1ccc(F)c(NS(=O)(=O)c2ccccc2F)c1,9,-0.2,-31,-4,0,0.0,1,4
O=C(CN1C(=O)COc2ccccc21)N(CCCN1CCOCC1)CC1CC=CCC1 (configuration not stated),-17,nt,-4,3,2,nt,0,-5
CO[C@H]1CN(C)C(=O)c2cc(NC(=O)Cc3ccccc3)ccc2OC[C@H](C)NC[C@H]1C,17,0.0,nt,5,-10,-0.5,4,0
Cc1ccc(S(=O)(=O)NCCC(=O)NC2CCCCC2)cc1,-3,0.7,4,-5,-6,0.4,5,2
COC(=O)c1ccc(OC)c(-c2c(OC)cc(OC)cc2OC)c1,-18,nt,-3,nt,-2,0.0,nt,-1
COc1cccc(NC(=O)COC(=O)Cc2ccccc2[N+](=O)[O-])c1,-24,2.4,-7,-1,-7,0.0,-10,2
CCn1c(O)c(N=NC(=O)c2cccs2)c2ccccc21,-3,2.7,0,nt,-1,0.1,nt,-1
CN(C)CC(=O)Nc1ccc2c(c1)[C@@H]1C[C@@H](CC(=O)NCc3cccnc3)O[C@@H](CO)[C@@H]1O2,-7,0.1,-2,1,3,0.2,1,4
Cc1ccc(S(=O)(=O)N2CCN(C(=O)C3CCN(C(=O)c4ccc(F)cc4)CC3)CC2)c(C)c1,-10,nt,1,1,3,0.0,4,8
CCN(CC)CCN(C)C(c1ccnc2ccccc12)c1nnnn1-c1ccc2c(c1)OCCO2 (configuration not stated),-13,-0.1,-7,nt,8,0.1,nt,7
O=C(CNC(=O)c1ccc2c(c1)OCO2)Nc1cccc(Br)c1,-11,nt,-3,-1,1,0.1,15,0
C/C(=N/NC(=O)CNC(=O)Cc1ccccc1)c1ccco1,-17,nt,0,nt,-10,0.0,8,9
COCCOc1ccc(C(F)(F)F)cc1NC(=O)COC(=O)c1cc([N+](=O)[O-])ccc1N1CCOCC1,-16,-1.3,-1,-2,-5,0.0,-2,2
C[C@@H]1CN([C@@H](C)CO)C(=O)c2cc(C#CC3CCCCC3)cnc2O[C@@H]1CN(C)S(=O)(=O)c1ccc(F)cc1,-12&0&7,-0.2&0.7,-1&1&0,7&-3&3,-4&1&-1,-0.1&-1.2,-13&2&3,0&-2&-2
Cc1cc(NC(=O)Nc2cccc(Cl)c2)n(-c2ccccc2)n1,-9,4.7,3,nt,2,0.5,nt,-9
COc1ccc(NC(=O)C2(N(C(=O)Cn3nnnc3N)c3ccc(OC)cc3)CCCCC2)cc1,0,nt,-8,-6,11,0.1,-9,1
CC(=O)c1ccc(OC(=O)c2ccc(-n3nc(C)cc3C)cc2)cc1,-15,nt,8,13,-2,0.0,nt,7
C[C@H](CO)N1C[C@H](C)[C@H](CN(C)C(=O)c2ccc3c(c2)OCO3)Oc2cc(C#Cc3ccccc3F)ccc2S1(=O)=O,-22,-0.1,2,15,65,-0.1,-4,0
O=C(NCc1ccc(Cl)cc1)C(=O)c1cn(CC(=O)N2CCOCC2)c2ccccc12,-18,-0.2,3,12,-7,0.2,1,-2
COCC#Cc1cnc2c(c1)C(=O)N([C@H](C)CO)C[C@H](C)[C@@H](CN(C)C(=O)Nc1cc(F)ccc1F)O2,-15,-0.1,0,6,6,0.1,4,-1

# Three structures already listed, ordered by SMILES length, smallest number first:
SMILES,RAD52 anneal inh,E-selectin induc,ERAP1 HTS inh,esBAF inh,S100A4 inh HTS,Xi reactivation,RAD54 inh,ERp5 block
O=C(NCc1ccc(Cl)cc1)C(=O)c1cn(CC(=O)N2CCOCC2)c2ccccc12,-18,-0.2,3,12,-7,0.2,1,-2
COc1ccc(NC(=O)C2(N(C(=O)Cn3nnnc3N)c3ccc(OC)cc3)CCCCC2)cc1,0,nt,-8,-6,11,0.1,-9,1
C[C@@H]1CN([C@@H](C)CO)C(=O)c2cc(C#CC3CCCCC3)cnc2O[C@@H]1CN(C)S(=O)(=O)c1ccc(F)cc1,-12&0&7,-0.2&0.7,-1&1&0,7&-3&3,-4&1&-1,-0.1&-1.2,-13&2&3,0&-2&-2

# Next results follow:
SMILES,RAD52 anneal inh,E-selectin induc,ERAP1 HTS inh,esBAF inh,S100A4 inh HTS,Xi reactivation,RAD54 inh,ERp5 block
O=C(NNC(=O)c1ccccc1OCc1ccc(F)cc1)c1ccccc1O,-12,0.6,-3,31,3,0.3,-3,1
CNc1nc(NCc2ccccc2)c2sccc2n1,-10,0.0,-5,-9,1,0.0,1,-10
BrC(=C\c1ccccc1)/C=N/n1cnnc1,2,nt,3,nt,1,0.0,nt,0
CCN(CC(=O)NC(C)C)C(=O)c1cc(S(=O)(=O)N2CCCCC2)ccc1N1CCCCC1,-7,-0.3,4,nt,-6,0.0,-4,0
COC(=O)COc1ccc(S(=O)(=O)NCc2ccco2)cc1,-14,nt,1,-1,-2,nt,15,1
Cn1nccc1-c1cc(Cl)cc(Cl)c1O,-18,-0.1,2,nt,-10,0.0,0,6
CCCCNC(=O)C1CCCN(S(=O)(=O)CC)C1 (configuration not stated),-5,nt,0,nt,2,0.1,nt,0
O=C(COc1ccccc1[N+](=O)[O-])N/N=C/c1ccc(O)c([N+](=O)[O-])c1,-17,nt,7,nt,5,-0.1,nt,-11
O=C(O)c1sc2ncccc2c1OCc1ccccc1,1,nt,5,nt,-17,0.2,nt,1
CCN(CC(=O)Nc1cc(Cl)ccc1C)C(=O)Cn1c(=O)cnc2ccccc21,-41,-0.2,5,nt,12,0.0,nt,2
C[C@@H]1CN([C@@H](C)CO)C(=O)c2cc(NC(=O)Nc3ccc(F)cc3)ccc2O[C@@H](C)CCCCO[C@@H]1CN(C)C(=O)c1ccccc1,-3,-0.1,-6,-6,-3,-0.3,1,-3
CC(C)C[C@@H](CN)NC(=O)c1nc[nH]c1C(=O)N[C@@H](CC(C)C)C(=O)CNC[C@H](C)NC(=O)c1nc[nH]c1C(=O)N[C@@H](C)C(=O)O,-1,0.0,nt,-2,-2,0.0,-9,-1
COc1ccc(/C=C2\SC(=O)N(CCCC(=O)Nc3ccc(C(=O)O)cc3)C2=O)cc1,-11,-0.1,0,-80,-2,0.0,-4,-1
Cc1cc(C)cc(-n2ccn(CC(=O)NCCc3ccccc3)c(=O)c2=O)c1,-9,nt,2,6,-4,0.0,9,3
CN(CC(=O)Nc1ccccc1Br)C(=O)c1cc(S(=O)(=O)N(C)C)ccc1N1CCCC1,-4,nt,3,3,-2,0.1,4,3
O=C(COc1ccccc1F)NCC(c1ccc(F)cc1)N1CCOCC1 (configuration not stated),-20,-0.5,1,3,4,0.3,-6,4
O=C(O)c1ccc(NC(CSCc2ccccc2F)C(=O)O)c([N+](=O)[O-])c1 (configuration not stated),-10,nt,1,nt,-7,-0.1,nt,1
CNC[C@H]1Oc2ccc(NS(=O)(=O)c3cccs3)cc2CC(=O)N([C@@H](C)CO)C[C@@H]1C,9,nt,0,-5,-27,-0.9,2,0
CCC(C)c1ccccc1OCC(=O)NN1C(=O)c2ccccc2C1=O (configuration not stated),-15,0.1,-2,-4,5,0.2,6,4
C=CCN(CC=C)Cc1c(O)ccc2c(=O)c(-c3ccccc3)coc12,-18,nt,3,15,-14,0.4,0,4
CN1C(=O)c2cc(NC(=O)NC3CCCC3)ccc2OC[C@@H]2O[C@H](CC(=O)NCC3CC3)CC[C@H]21,10,0.1,2,-2,6,0.1,2,1
O=C(CN1C(=O)NC(c2ccccc2)(c2ccccc2)C1=O)NCc1ccco1,-38,-0.9,-1,nt,2,0.4,nt,8
C[C@@H]1CCCCO[C@H](CN(C)CC2CC2)[C@@H](C)CN([C@H](C)CO)C(=O)c2cc(NC(=O)Nc3ccc(F)cc3)ccc2O1,25,-0.4,-1,-3,9,0.6,6,2
COc1cc2c(cc1OC)C(c1ccccc1)N(S(C)(=O)=O)CC2 (configuration not stated),-5,7.6,nt,-3,-4,0.0,-1,6
Cc1cc(CNC(=O)CCc2nnc(CCCc3ccccc3)o2)nn1C,-19,-1.1,0,nt,9,0.2,nt,-6
COc1cccc(C(=O)NCCSCc2ccccc2Cl)c1,0,nt,-2,7,1,0.1,10,3
O=C(Nc1cc(S(=O)(=O)N2CCCCC2)ccc1N1CCCCC1)c1ccncc1,13,-0.4,0,-3,-5,0.0,nt,-1
C[C@H](CO)N1C[C@H](C)[C@H](CN(C)C(=O)Nc2ccc(F)cc2)Oc2ccc(NC(=O)c3ccncc3)cc2CC1=O,nt,-0.2,nt,-1,nt,0.2,9,nt
Cc1nc(NC(=O)c2ccccc2)sc1C1(C)CC(c2ccccc2F)=NO1 (configuration not stated),-25,0.1,1,37,-2,0.1,1,5
CC1CCCC(NC(=O)COC(=O)c2ccccc2[N+](=O)[O-])C1C (configuration not stated),0,0.0,9,nt,0,0.0,nt,1
Nc1nc(SCc2ccccc2)c2ncn(C3CCCCC3)c2n1,1,0.0,1,85*,4,0.3,4,-3
CN1C(=O)c2cc(NC(=O)c3cccc(F)c3)ccc2OC[C@@H]2O[C@H](CC(=O)N3CCc4ccccc4C3)CC[C@@H]21,-4,0.0,0,1,12,0.3,11,-2
Cc1cc2cc(CNC(=O)NC3CCCCC3)ccc2n1C,66*,0.4,0,8,-7,0.2,11,-7
O=[N+]([O-])c1ccc(OCC(O)CN2CCN(c3ccccc3F)CC2)cc1 (configuration not stated),-9,-2.3,-4,nt,-2,1.4,nt,3
COc1ccc(NC(=O)N(C)C[C@@H]2Oc3ccc(NC(=O)Nc4ccccc4)cc3CC(=O)N([C@H](C)CO)C[C@@H]2C)cc1,-17,0.0,-1,2,3,0.0,2,-1
CC(=O)N1[C@@H]2c3cccc(=O)n3C[C@H]1[C@H](CO)[C@H]2C(=O)N[C@@H](C)c1ccccc1,2,-0.2,-2,nt,27,0.6,nt,-10
COc1ccc(NS(=O)(=O)N2CCCCC2)cc1,-4,0.7,0,8,-2,0.3,nt,7
O=C(O)COc1ccc(/C=C2\SC(=Nc3ccccc3)N(c3ccccc3)C2=O)cc1,-5,0.4,-1,nt,5,0.5,nt,0
CO[C@H]1CN(C)C(=O)c2ccc(NC(=O)Cc3ccccc3)cc2OC[C@H](C)N(C)C[C@H]1C,5,-0.1,-2,3,4,0.0,-1,5
CN(C)C(=O)c1ccc(-c2ccc3c(c2)[C@@H]2[C@@H](CCN2C(=O)c2cnccn2)[C@@H](CO)N3)cc1,-65,-0.6,-1,6,17,-0.1,-4,-4
N/C(Cc1ccc(Cl)cc1)=N\OC(=O)C1CCCCC1,-14,nt,6,nt,4,0.0,nt,-3
C[C@@H]1CN([C@H](C)CO)C(=O)c2cc(NC(=O)CCN3CCOCC3)ccc2O[C@H]1CN(C)C,5,nt,0,-3,-1,-1.3,-13,0
